Screening data as filed in PubChem.
tuberculosis growth: growth inhibition of non-replicating M. tuberculosis (AID 488890); Mycobacterium tuberculosis non-replicating, growth inhibition; higher % means a stronger effect; one-dose inhibition, % at 25 µM; IC50 in µM for titrated hits; 0.39% of 320,000 active; in the data active = a potency from the dose series; inconclusive = inhibition mostly from about 82% at the one dose, without a potency; inactive = the rest, 99 in 100 with inhibition below about 76%;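 note: plate controls were DMSO cells for no effect and high antibiotic wells for full effect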
PhoP GFP inhibition: Inhibition of PhoP regulon, Salmonella typhi GFP reporter cells, confirmation, 4 h (AID 1850) | Salmonella Typhi PhoP-promoter GFP reporter, fluorescence, 4 h; higher % means a stronger effect | one-dose inhibition, % at 50 µM; IC50 in µM for titrated hits | 0.33% of 310,000 active; in the data active = a potency from the dose series; inconclusive = inhibition mostly from about 25% at the one dose, without a potency; inactive = the rest, 99 in 100 with inhibition below about 19%;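 note: 0% = induced wells with vehicle and 100% = uninduced wells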
inhibitors of VEEV: inhibitors of VEEV TC-83 cytopathic effect, confirmation, Vero cells (AID 588727); Vero cells, VEEV TC-83 cytopathic effect inhibition; higher % means a stronger effect; 0.13% of 350,000 active; inhibition, % at 20 µM, or IC50 in µM where a hit was titrated; in the data active = a potency from the dose series; inconclusive = inhibition mostly from about 14% at the one dose, without a potency; inactive = the rest, 99 in 100 with inhibition below about 12%; note: strong numbers were not always called active
H1N1 NS1A inhibition: H1N1 influenza NS1A inhibitors, functional cell based assay (AID 504329). inhibition, % at 12.5 µM, or IC50 in µM where a hit was titrated. NS1A functional cell-based assay, percent inhibition; higher % means a stronger effect. 0.3% of 340,000 active; in the data active = a potency from the dose series; inconclusive = inhibition above about 27% without an active follow-up result; note: strong numbers were not always called active
H37Rv inhibition: M. tuberculosis growth inhibition, HTS (AID 449762). 0.59% of 330,000 active. inhibition, % at 25 µM, or IC50 in µM where a hit was titrated. M. tuberculosis H37Rv growth inhibition, 7H9 media; higher % means a stronger effect; in the data active = a potency from the dose series; inconclusive = inhibition above about 70% without an active follow-up result;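 note: bacterial growth assessed after seven days of incubation; strong numbers were not always called active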
Numbers without * were called inactive; i = inactive; u = inconclusive; x = no result given.

SMILES	tuberculosis growth	PhoP GFP inhibition	inhibitors of VEEV	H1N1 NS1A inhibition	H37Rv inhibition
CN1C(=O)/C(=C\c2cccc(OCc3ccccc3)c2)SC1=S	x	x	0.5%	-3%	x
COc1ccc(NC(=O)Cn2c(NCC(C)O)nc3ccccc32)cc1Cl (stereo not given)	10%	-13%	1.5%	13%	0%
CC(CNC(=O)Cn1ccc(N)nc1=O)c1ccccc1 (stereo not given)	-13%	x	0.2%	13%	-13%
CCCCNC(C(=O)Nc1cccc(S(=O)(=O)N2CCOCC2)c1)c1ccccc1 (stereo not given)	3%	5%	i	5%	-7%
C=CCC(C#Cc1ccc(C)cc1)N(CC)CC (stereo not given)	-10%	5%	0.6%	-6%	-1%
COc1ccc(/C=C/C(=O)N2CCC(c3ccccc3)C2)cc1 (stereo not given)	49%	3%	0.5%	2%	-6%
CCc1ccc(S(=O)(=O)Nc2nccs2)cc1	-9%	3%	1.2%	-4%	2%
CSc1cccc(NC(=O)COc2ccccc2C)c1	35%	-2%	7.4%	-9%	36%
Cc1ccc(S(=O)(=O)NCC(=O)N2CCN(c3ccccn3)CC2)cc1	19%	-11%	3.7%	2%	-3%
Cc1csc(NC(=O)C(NS(=O)(=O)c2ccc(Br)s2)c2ccccc2)n1 (stereo not given)	30%	10%	9.4%	-6%	-5%
CCC(C)c1ccccc1NS(=O)(=O)c1cnn(CC)c1 (stereo not given)	-4%	9%	1.6%	8%	-1%
Cc1cccc(NC(=O)Nc2ccc(Oc3c(F)c(F)c(F)c(F)c3F)cc2)c1	-1%	-12%	i	-11%	0%
CC1=C(C)CC(C(=O)NCc2c(F)cccc2Cl)C(C(=O)O)C1 (stereo not given)	6%	4%	i	0%	6%
O=C(NCc1ccco1)/C(=C\c1cccs1)NC(=O)c1ccsc1	-10%	6%	i	-10%	3%
O=C(NCC1CCCO1)c1cn(Cc2ccccc2)nc1-c1ccccc1 (stereo not given)	-2%	x	2.1%	-8%	-11%

Full records, looked up by structure. Screens in order: tuberculosis growth	PhoP GFP inhibition	inhibitors of VEEV	H1N1 NS1A inhibition	H37Rv inhibition
`CC1=C(C)CC(C(=O)NCc2c(F)cccc2Cl)C(C(=O)O)C1` (stereo not given) as listed: 6%	4%	i	0%	6%
`CCc1ccc(S(=O)(=O)Nc2nccs2)cc1` as listed: -9%	3%	1.2%	-4%	2%

The list continues.
SMILES	tuberculosis growth	PhoP GFP inhibition	inhibitors of VEEV	H1N1 NS1A inhibition	H37Rv inhibition
O=C(NCCCN1CCOCC1)C(=O)NCC1OCCN1S(=O)(=O)c1ccc(F)cc1 (stereo not given)	5%	-2%	1.9%	-6%	-9%
CC(C)N1CCN(c2ccncc2S(=O)(=O)N2CCOCC2)CC1	-14%	9%	0.5%	-8%	1%
COCCn1c(C)cc(C(=O)CSc2nc(C)nc3sc4c(c23)CCC4)c1C	3%	6%	6.7%	13%	8%
COc1ccc(NC(=O)CCSc2cc(C)c3ccccc3n2)cc1	34%	-10%	5.5%	-8%	3%
Cc1c(C)n(C)c2ccc(C(=O)NCCCN3CCN(c4ccccc4F)CC3)cc12	56%	6%	i	21%	31%
COC(=O)CCSCC(=O)Nc1ccc(S(=O)(=O)N2CCOCC2)cc1OC	-16%	11%	i	-7%	1%
Fc1ccc(C2N3CCCN23)cc1 (stereo not given)	-9%	11%	0.2%	-3%	-4%
NC(=O)c1cc(NC(=O)c2ccc(NS(=O)(=O)c3cccs3)cc2)cc(C(N)=O)c1	6%	-13%	0.7%	3%	-1%
COc1ccc(-c2c(C)n([O-])c3c([n+]2=O)CCCCC3)cc1OC	-11%	10%	i	6%	-4%
Oc1ccc(-c2[nH]nc(-c3ccccc3)c2-c2nc3ccccc3[nH]2)cc1	-2%	-2%	1.2%	-4%	-13%
Cc1ccc(S(=O)(=O)N(CC(O)CN2CCOCC2)c2cccc([N+](=O)[O-])c2)cc1 (stereo not given)	8%	7%	i	6%	-1%
COc1cccc(NC(=O)CSc2nc3ncc(Br)cc3[nH]2)c1	-3%	-4%	0.5%	-4%	2%
O=C(NCCn1cc(SCC(=O)N2CCOCC2)c2ccccc21)c1ccccc1	-1%	-5%	2.0%	31%	-8%
COc1ccc(C(C#N)Nc2ccc(C)cc2)cc1 (stereo not given)	32%	2%	1.5%	3%	3%
CN1CCN(P(=O)(c2ccccc2)c2nc3ccccc3s2)CC1 (stereo not given)	-14%	0%	0.0%	-7%	-1%
COc1cccc(OC)c1C(=O)NC(C)c1ccccc1 (stereo not given)	-4%	9%	5.6%	8%	-12%
COc1ccc(S(=O)(=O)Nc2noc3ccccc23)cc1OC	-1%	-7%	0.7%	-10%	9%
CCN(CC)c1ccc2c(c1)C(=O)N(C)C2=O	-12%	3%	5.5%	-25%	0%
O=C1CC(NS(=O)(=O)c2cccnc2)CN1c1cccc(F)c1 (stereo not given)	-16%	1%	3.2%	-14%	-5%
CC(CN1CCOCC1)OC(=O)c1ccc(Cl)cc1Cl (stereo not given)	0%	-5%	i	-13%	0%
CCOC(=O)CNC(=O)Cn1cnc2c(nnn2-c2ccccc2)c1=O	-17%	-2%	0.5%	2%	-6%
CCOc1ccc2[nH]c(SCC(=O)OC)c([N+](=O)[O-])c2c1	u	-4%	2.4%	4%	u
O=c1cc(N2CCc3ccccc3C2)[nH]c(=O)n1-c1ccc(Br)cc1	2%	-8%	6.8%	3%	-14%
CC(C)(C)c1ccc(OC(=O)Cn2c(C(F)(F)F)nc3ccccc32)cc1	63%	4%	2.0%	-3%	-5%
O=C(C1CCCN(c2nnc(-n3cccc3)s2)C1)N1CCN(c2ccccc2)CC1 (stereo not given)	x	3%	9.1%	6%	0%
CCNS(=O)(=O)c1ccc(NC(=S)NCc2ccco2)cc1	79%	14%	1.1%	-6%	-3%
C/C(CC(=O)Nc1cc(C)ccn1)=N\NC(=O)c1cccc(F)c1	15%	-3%	2.5%	-15%	-2%
Brc1ccc(CN2CCCCCC2)cc1	-21%	-8%	i	-2%	1%
O=C(COC(=O)CCC(=O)c1ccc(F)cc1)NC1CCCCC1	13%	x	i	0%	-5%
Cc1nc2ccccc2c(=O)n1-c1ccc(NS(=O)(=O)c2ccc(F)cc2)cc1	12%	3%	8.7%	-12%	5%
CN(C)C(=O)CCc1ccc2c3c([nH]c2c1)[C@]1(CCC2CCCC2)[C@@H](C(=O)N2CCOCC2)C[C@H](CC(=O)NCC24CC5CC(CC(C5)C2)C4)C(=O)N1CC3	x	x	i	-13%	x
COc1ccc(CC(=O)Nc2cccc(C(=O)NN3C(=O)c4ccccc4C3=O)c2C)cc1	-16%	-7%	1.3%	26%	-12%
CCO[C@@H]1OC(C(=O)NCc2nc3ccccc3[nH]2)=C[C@H](C2CCCCC2)[C@H]1CCCO	47%	7%	5.5%	-18%	5%
Cc1ccc(-n2c(O)c(C=NC3CCCC3)c(=O)[nH]c2=O)c(C)c1	-12%	3%	5.9%	-13%	-2%
CCN(c1ccccc1)S(=O)(=O)c1ccc(C(=O)Nc2cccc(C)n2)cc1	14%	x	9.6%	-6%	-1%
COC(=O)Cc1[nH]n(-c2nc3ccccc3s2)c(=O)c1C(C)=Nc1ccc(C)cc1	1%	2%	1.5%	-24%	3%
Cc1cc(C)nc(N2CCN(CC(=O)NCc3ccccc3)CC2)n1	3%	-6%	1.1%	-3%	-9%
FC(F)Sc1nc(-c2ccccc2)c(-c2ccccc2)n1C(F)F	-4%	-9%	i	3%	10%
CCCCc1ccc(NC(=O)CSc2nc(=O)n(CCN(CC)CC)c3c2CCCC3)cc1	34%	15%	i	7%	39%
O=C(Cn1c(=O)oc2ccccc21)Nc1ccc(Br)cc1	-5%	-3%	1.4%	0%	4%
CC(=C/c1ccccc1)/C=N/Nc1nc(N2CCOCC2)nc(N2CCOCC2)n1	-1%	-4%	0.3%	1%	1%
Cc1nc(Nc2cccc(O)c2)c2oc3ccccc3c2n1	9%	2%	6.0%	-2%	-4%
O=C(NC(Cc1ccccc1)C(=O)O)/C(=C/c1ccc(Cl)cc1)NC(=O)c1ccccc1 (stereo not given)	-1%	-2%	0.3%	-3%	5%
O=[N+]([O-])c1ccc(/C=N/NC(=S)Nc2ccccc2)o1	25%	-11%	9.5%	6%	-2%
CN(C)S(=O)(=O)c1cccc(-c2csc(=Nc3ccccc3)n2CCCN2CCOCC2)c1	10%	4%	8.2%	14%	6%

Five neighbouring compounds from above, quoted:
SMILES	tuberculosis growth	PhoP GFP inhibition	inhibitors of VEEV	H1N1 NS1A inhibition	H37Rv inhibition
CN(C)C(=O)CCc1ccc2c3c([nH]c2c1)[C@]1(CCC2CCCC2)[C@@H](C(=O)N2CCOCC2)C[C@H](CC(=O)NCC24CC5CC(CC(C5)C2)C4)C(=O)N1CC3	x	x	i	-13%	x
COc1ccc(CC(=O)Nc2cccc(C(=O)NN3C(=O)c4ccccc4C3=O)c2C)cc1	-16%	-7%	1.3%	26%	-12%
CCO[C@@H]1OC(C(=O)NCc2nc3ccccc3[nH]2)=C[C@H](C2CCCCC2)[C@H]1CCCO	47%	7%	5.5%	-18%	5%
Cc1ccc(-n2c(O)c(C=NC3CCCC3)c(=O)[nH]c2=O)c(C)c1	-12%	3%	5.9%	-13%	-2%
CCN(c1ccccc1)S(=O)(=O)c1ccc(C(=O)Nc2cccc(C)n2)cc1	14%	x	9.6%	-6%	-1%

The results go on:
SMILES	tuberculosis growth	PhoP GFP inhibition	inhibitors of VEEV	H1N1 NS1A inhibition	H37Rv inhibition
CCOC(=O)c1c(-c2ccccc2)csc1NC(=O)CSc1nnc(C)s1	36%	-9%	14%	-8%	6%
CC(=O)c1c(C)[nH]c(C(=O)COC(=O)c2cc(S(=O)(=O)N(C)c3ccccc3)ccc2Cl)c1C	16%	-6%	0.3%	2%	-4%
CC(C)(C)c1cc(C(=O)NNc2ccc(OC(F)(F)F)cc2)n(Cc2ccccc2)n1	u	-22%	i	-1%	u
Cc1c(C)n(C(=O)CN2CCC(C(N)=O)CC2)c2ccccc12	-4%	-5%	0.2%	-1%	3%
O=[N+]([O-])c1cc(/C=N/NC(=S)Nc2ccccc2Cl)ccc1Cl	-11%	-5%	0.1%	12%	-3%
CSc1cccc(NC(=O)c2[nH]c(C)c(C(C)=O)c2C)c1	17%	-3%	7.1%	8%	-10%
CC1=C(C(=O)OCc2ccccc2)C(c2ccc([N+](=O)[O-])cc2)NC(=O)N1CCCC(=O)O (stereo not given)	-7%	9%	0.3%	5%	-6%
O=C(NCCS(=O)(=O)NCc1ccc2c(c1)OCO2)c1ccccc1	-13%	6%	1.0%	-11%	-9%
C=C1CCN(c2ccc(C(=O)NCc3ccccc3)cc2[N+](=O)[O-])CC1	14%	-2%	2.4%	-17%	2%
CN1C(=O)/C(=C/c2ccc(OC(=O)c3ccco3)cc2)SC1=S	15%	-5%	1.9%	-10%	-2%
COc1ccc(/C=N\NC(=O)c2c(C)nc3ccc(Br)cn23)cc1	-27%	-2%	i	0%	-7%
Cc1ccc(C(=O)O)cc1NC(=O)Nc1ccc2c(c1)OCO2	-11%	1%	1.2%	5%	5%
COc1ccc(NC(=O)CCc2c(C)nc3nc(CNC(=O)c4cccc(F)c4)nn3c2C)cc1OC	5%	0%	2.4%	12%	0%
CSC(=NC(C)c1ccccc1)NS(=O)(=O)c1cccs1 (stereo not given)	-15%	10%	i	-2%	3%
CCOc1cccc2sc(NC(=O)c3ccc(Br)s3)nc12	38%	-10%	12%	-2%	3%
COc1ccc(/C=C(/NC(=O)c2ccco2)C(=O)N2CCCC2=O)cc1	-18%	-15%	i	-19%	-5%
Cc1cc(NCCCO)n2nc(-c3cccs3)cc2n1	-24%	-11%	1.3%	5%	-5%
CN(Cc1cccc(F)c1)C(=O)c1cc(S(=O)(=O)N2CCOCC2)ccc1N1CCCC1	-2%	x	6.9%	9%	-11%
Nn1c(SCc2cccc(Br)c2)nnc1-c1ccncc1	30%	8%	1.5%	0%	7%
Cc1cc(C=O)c(C)n1-c1cc(C(F)(F)F)ccc1N1CCOCC1	24%	2%	i	9%	-7%
O=C(NCc1cccs1)C(=O)NCC1OCCCN1S(=O)(=O)c1ccc(F)cc1 (stereo not given)	1%	1%	i	-5%	0%
Cc1ccc(/C=N/n2c(C)nnc2C)o1	10%	-3%	0.0%	-1%	-2%
N#CC(c1nc2ccccc2nc1OCCO)S(=O)(=O)c1ccccc1 (stereo not given)	0%	6%	1.4%	-2%	1%
CC(=O)c1cccc(S(=O)(=O)N2CCC(C(=O)Oc3ccc(-c4nnco4)cc3)CC2)c1	-6%	x	0.5%	-14%	4%
